Screening results (PubChem BioAssay)
CCHFV vOTU inh = CCHFV vOTU protease inhibition. actives 0.55% (n = 370,000). inhibition, % at 11.5 µM. AID 651958. Pep-AMC fluorescence; in the data active = inhibition above about 30%; also: 0% = vehicle wells with enzyme and 100% = no enzyme wells
An asterisk follows results filed as active. The list is partial; the hit share may differ from the screen's.

canonical_smiles	CCHFV vOTU inh
Cc1ccc(CN2CCCCC(NC(=O)c3cccc(F)c3)C2=O)cc1 (configuration not stated)	4
COc1cccc(CN(C)[C@H]2C[C@H]3c4[nH]c5ccccc5c4CCN3C[C@H]2[C@H](C)O)c1OC	11
O=C(C1CCCN1S(=O)(=O)c1ccc(Br)s1)N1CCc2ccccc2C1 (configuration not stated)	-7
Cc1ccc(OCc2nn3c(C4CCCCC4)nnc3s2)cc1	16
COc1cc(OC)c(NC(=O)NNC(=O)C(=O)NC2CC2)cc1Cl	-6
C=CCNc1cccc2c1S(=O)(=O)N[C@@H](CC(C)C)CO2	-5
COc1ccc(CN(CCN2CCOCC2)C(=O)c2ccc(F)cc2Cl)cc1OC	0
COC(=O)[C@@]12C[C@@H](CC(=O)NCc3ccc(C)o3)C(=O)N(Cc3cccc4ccccc34)C1=CCC(C)(C)C2	3
COc1ccc(C(=O)OCCN2CCN(C3CN(Cc4cn(Cc5ccccc5F)nn4)S(=O)(=O)C3)CC2)cc1OC (configuration not stated)	-4
COC(=O)[C@H]1C[C@@]2(N3CCCCC3)c3ccccc3N(C(=O)OC(C)(C)C)[C@H]2N1C(=O)OC(C)(C)C	11
COc1ccccc1CCn1cnc(-c2ccccc2OC)c1C(C)C	26
CSc1ccc(SC2CN(Cc3ccc(C)cc3)S(=O)(=O)C2)cc1 (configuration not stated)	4
CCCCN1CCN(C(=O)c2cn(C(C)c3ccccc3)nn2)CC1 (configuration not stated)	11
COc1ccc(N2CCN(C(=O)C(=O)c3cc(OC)c4ccccc4c3)CC2)cc1	-3
CCOc1ccc(-n2c(SC/C=C/c3ccccc3)nnc2-c2cccs2)cc1	6
C[C@H](O)[C@@H]1CN2CCc3c([nH]c4c(-c5ccc6c(c5)OCO6)cccc34)[C@@H]2C[C@@H]1N(C)C(=O)Nc1ccccc1	0
COC(=O)[C@]12C[C@H](CC(=O)NCc3ccc(OC)c(OC)c3)C(=O)N(CCc3ccc(OC)c(OC)c3)C1=C[C@H](C1CCCC1)O[C@@H]2C	5
Fc1ccccc1-c1n[nH]c(=S)n1N=Cc1cccc(OCc2ccccc2)c1	12
C=CCN1C[C@H](COC(=O)c2cccc(C)c2)Oc2cccc(F)c2S1(=O)=O	4
CCn1cc(C(=O)Nc2ccc(Oc3cccnc3)cc2)c2ccccc21	14
Cc1ccc(-c2cc(C(=O)NN=Cc3sccc3C)[nH]n2)cc1C	7
Cc1ccc(NC(=O)[C@@H]2CC(=O)O[C@@H]2c2ccccc2)cc1C	0
O=C(C(O)c1ccccc1)N1CCN(S(=O)(=O)c2ccc(OC(F)(F)F)cc2)CC1 (configuration not stated)	11
CCOC(=O)N1CCN(C(=O)C[C@H]2C[C@@]3(C(=O)OC)C(=C[C@H](COCc4ccccc4)O[C@@H]3C)N(Cc3ccccc3)C2=O)CC1	-2
COC(=O)C1=C(C)N(Cc2cccc(C(F)(F)F)c2)C(=NCc2ccccc2C(F)(F)F)NC1c1cccc(C(F)(F)F)c1 (configuration not stated)	19
COC(=O)[C@]12C[C@H](CC(=O)N3CCC(c4ccccc4)CC3)C(=O)N(Cc3ccco3)C1=C[C@H](COCc1ccccc1)O[C@@H]2C	8
CCOc1ccc(N(CC(=O)Nc2c(C)n(C)n(-c3ccccc3)c2=O)S(=O)(=O)c2ccc(C)c(C)c2)cc1	6
O=C(NCCc1c[nH]c2ccccc12)OCc1cn(Cc2ccc(C(F)(F)F)cc2)nn1	10
O=C(Nc1ccccc1C(F)(F)F)OC1CC2CC1[C@H]1CCCCN1C2 (some centres not stated)	-7
COC(=O)C1CN(Cc2cn(Cc3ccc(Cl)cc3)nn2)CCS(=O)(=O)N1Cc1ccc(F)cc1 (configuration not stated)	-1
O=C(NC1CCCCN(Cc2cccc(Cl)c2)C1=O)c1cccc(F)c1 (configuration not stated)	6
CC(=O)N1C[C@@H](CO)[C@@H](N(C)C(=O)Nc2cccc3ccccc23)C[C@H]1c1ccccc1	-2
CCCCNC(=O)C[C@@H]1C[C@@]2(C(=O)OC)CC(C)(C)CC=C2N(Cc2ccccc2)C1=O	18
C=C(C)C#CCNCc1ccccc1	3
COc1ccc(NC(=O)c2cc3c(C)nn(-c4ccccc4)c3s2)cc1	3
COC(=O)C(C(=O)OC)C1OC23CN(S(=O)(=O)c4ccc(C)cc4)C=CC2(C)C3c2ccccc21 (configuration not stated)	5
CCn1cc(C(=O)N2CCN(c3ccc(F)cc3)CC2)c(=O)c2ccc(C)nc21	-1
COC(=O)C1=C(C)N(Cc2cccc(C(F)(F)F)c2)C(=NCc2cc(OC)c(OC)c(OC)c2)NC1c1ccc(Cl)cc1 (configuration not stated)	6
COc1cc(CNc2cccc3c2S(=O)(=O)N([C@H](C)c2ccccc2)C[C@@H](COCc2ccccc2)O3)cc(OC)c1OC	4
COC(=O)C[C@@H]1CC[C@H]2[C@@H](COc3ccc(NC(=O)Nc4ccccc4Cl)cc3C(=O)N2C)O1	-3
COc1cccc(Cn2cc(COC(=O)NCC(C)C)nn2)c1	-5
Cc1ccccc1C(=O)N(C)[C@H]1C[C@H]2c3[nH]c4c(-c5ccccc5)cccc4c3CCN2C[C@H]1[C@H](C)O	-4
CC(CCN1CCC(C(O)(c2ccccc2)c2ccccc2)CC1)Oc1ccc(OC(F)(F)F)cc1 (configuration not stated)	24
O=S1(=O)c2c(cccc2N2CCSCC2)Oc2ccccc2CN1Cc1cn(Cc2ccc(F)cc2)nn1	-6
COc1ccccc1CN(C)C(=O)C1CCCN(c2nc3ccccc3o2)C1 (configuration not stated)	-7
N#CCC[C@@H]1CC[C@]2(CCCN(Cc3ccc(Cl)cc3)C2)O1	-3
CCCCNC(=O)C1CCCN1C(=O)Nc1cccc(C)c1 (configuration not stated)	-10
Cc1nc2cc[nH]n2c(=O)c1CCc1ccccc1	3
CN(C(=O)CNC(=O)c1ccccc1OCC(=O)Nc1ccc(I)cc1)c1ccccc1	0
CC(C)(C)N(Cc1cn(CC2CCCCC2)nn1)S(=O)(=O)c1ccccc1Br	8

Continued:
canonical_smiles	CCHFV vOTU inh
COc1ccc(OC)c(S(=O)(=O)N2CCCC(C(=O)N3CCN(Cc4ccccc4)CC3)C2)c1 (configuration not stated)	10
COC[C@H]1CCCN1c1ccc2c(c1)O[C@H](C)CCN(C1CC1)S2(=O)=O	-6
Nc1ccn([C@@H]2O[C@H](C(=O)N[C@H](Cc3ccccc3)C(=O)N[C@H]3CCCCNC3=O)[C@@H](O)[C@H]2O)c(=O)n1	-7
COc1cc2c3cc1Oc1cc(ccc1O)C[C@@H]1c4c(cc(OC)c(O)c4Oc4ccc(cc4)C[C@@H]3N(C)CC2)CC[N+]1(C)C	17
Cc1c[nH]c2cccc(-c3ccc4c(c3)OCO4)c12	-1
Cc1cc(-c2cc(NC(=O)Cc3c(C)[nH]c4ccccc34)ccc2Nc2cccnc2)ccc1F	8
CC(NCc1ccco1)C(=O)N1CCN(c2ccc(F)cc2)CC1 (configuration not stated)	10
CCOC(=O)Cn1cc(CN2CCS(=O)(=O)N(Cc3ccc(F)cc3)C(C(=O)OC)C2)nn1 (configuration not stated)	1
O=C(NCc1ccc(F)c(F)c1)C1CCC(CNS(=O)(=O)c2cccc3cccnc23)CC1 (configuration not stated)	1
COC(=O)C1CN(Cc2ccc(F)cc2)CCS(=O)(=O)N1Cc1cn(Cc2ccccc2)nn1 (configuration not stated)	-2
N#Cc1cccc(NC(=O)OC2CC3CC2[C@H]2CCCCN2C3)c1 (some centres not stated)	10
COC(=O)[C@H](C(C)C)N(CCCc1cn(CC2CCCCC2)nn1)S(=O)(=O)c1ccccc1Br	12
C=CCN1[C@H](C#N)[C@@H](c2ccc(Br)cc2)[C@H]1CO	-8
Cc1cnc(-c2nc3ccccc3n2C(C)C(=O)Nc2c(C)cccc2C)cn1 (configuration not stated)	4
C=CCN=C1NC(c2ccccc2C(F)(F)F)C(C(=O)OC)=C(C)N1Cc1cccc(C(F)(F)F)c1 (configuration not stated)	24
CC[C@H]1c2ccccc2[C@@H]2CC[C@H]1N2c1ccccc1	-6
COC(=O)[C@H](N[C@H](/C=C/c1ccccc1)[C@@H](O)Cc1ccccc1)c1ccccc1	16
O=C(NC1CCCC1)[C@@H]1CCCN1C(=O)[C@@H](NC(=O)N1CCOCC1)c1ccccc1	7
COc1ccc(S[C@]2(C(=O)N3CCN(C(C)=O)CC3)CC(=O)N(C(=O)c3ccccc3)[C@@H]2c2ccc(OC)cc2)cc1	-6
OC(c1ccccc1)(c1ccccc1)C1CCN(CCCNc2ccccc2F)CC1	-2
Cc1ccccc1Cn1cc(CN2[C@@H](Cc3ccccc3)COc3cc(Br)ccc3S2(=O)=O)nn1	-1
Cc1ccc(-n2c(Cc3cccs3)nnc2SCc2ccc([N+](=O)[O-])cc2)cc1	10
O=C(CN1CCc2onc(-c3ccc(-n4cc(COc5ccc([N+](=O)[O-])cc5)nn4)cc3)c2C1=O)N1CCOCC1	-3
O=C(NCCN1CCC2(CC1)C(=O)NCN2c1ccccc1)c1ccc(F)cc1F	-7
Fc1cccc(Cl)c1CN1CCN(c2ncc(Cc3ccccc3)cn2)CC1	-3
COC(=O)[C@]12CCCCC=C1N(Cc1ccc3c(c1)OCO3)C(=O)[C@H](CC(=O)NCC1CCCCC1)C2	8
CCNC(=O)N(C)[C@H]1C[C@H]2c3[nH]c4cccc(-c5ccc6c(c5)OCO6)c4c3CCN2C[C@H]1[C@H](C)O	-7
CC1(C)OC(=O)C2=C(CC(CCc3ccccc3)OC2c2cccc(C(F)(F)F)c2)O1 (configuration not stated)	19
O=C(Nc1ccc(F)cc1)OCc1cn(Cc2cccc(Cl)c2)nn1	-4
Cc1cc(NS(=O)(=O)c2ccc(NC(=O)CSc3nnc(-c4cnccn4)n3-c3ccccc3)cc2)nc(C)n1	2
CCOC(=O)[C@@]12CCC3=C1N(CCC3)C(=O)[C@H](CC(=O)NCc1cccc(C(F)(F)F)c1)C2	10
COCCCNC(=O)C[C@H]1C[C@@]2(C(=O)OC)C(=C[C@H](C(C)C)O[C@@H]2C2CC2)N(Cc2ccccc2)C1=O	-6
O=C1C=C(OCCF)CC(c2ccc(Br)cc2)O1 (configuration not stated)	17
O=C(Nc1ccc(OC(F)(F)F)cc1)Nc1c(-c2ccccc2)nc2ncccn12	-9
COc1ccc(CCNC(=O)c2cc3ccccn3n2)cc1	-4
COC(=O)C1=C(C)N(Cc2ccccc2C(F)(F)F)C(=NCC2CC2)NC1c1cccc(F)c1 (configuration not stated)	20
CCCCOCCCNC(=O)C[C@@H]1C[C@@]2(C(=O)OCC)CCCC=C2N(CCC2=CCCCC2)C1=O	16
O=C(CSc1nnc(-c2cnccn2)n1-c1ccccc1)c1ccccc1Br	-5
O=C(NC1CCCCN(Cc2cccc(C(F)(F)F)c2)C1=O)c1ccc(F)c(F)c1 (configuration not stated)	2
O=S(=O)(c1ccc(F)cc1)N1CCCc2nc(-c3ccccc3)ccc21	3
CCOc1ccc(C=NNC(=O)c2cc(-c3ccc(Cl)cc3)n[nH]2)cc1	1
CCOC(=O)N1CCN(C(=O)C[C@@H]2C(=O)N3CCCC4=C3[C@@]2(C(=O)OCC)CCC4)CC1	0
CC(C)CN1C(=O)[C@]2(CC(=O)N(C)C2c2ccccc2)c2cc(-n3cc(CCCC#N)nn3)ccc21 (some centres not stated)	-4
CC1(C(=O)Nc2ccc3c(c2)OCCO3)CSCC(=O)N1Cc1ccco1 (configuration not stated)	12
COC(=O)[C@]12CCCCC=C1N(CCc1ccc(OC)c(OC)c1)C(=O)[C@H](CC(=O)NCC13CC4CC(CC(C4)C1)C3)C2	15
COc1ccc(CN(C)C(C#Cc2ccccc2)Cc2ccccc2)c(OC)c1 (configuration not stated)	4
CCOc1ccc(-n2c(SCC(=O)NN=Cc3ccc(C(=O)O)cc3)nnc2-c2cccnc2)cc1	1
CC(C)N1CCCCC(NC(=O)c2ccc(-c3ccccc3)cc2)C1=O (configuration not stated)	3
CCC(C(=O)Nc1c(C)cccc1C)n1c(-c2ccc(-c3ccccc3)cc2)nc2ccccc21 (configuration not stated)	-13
O=C(NCCc1ccccc1F)c1ccc2c(c1)ncn2C1CCCCC1	4

Later entries
canonical_smiles	CCHFV vOTU inh
O=C(c1ccc2c(c1)OCO2)N1CCC(Oc2cccnc2)CC1	-2
CCOC(=O)CN1C(=O)[C@]2(OCCC=C[C@H]2C)c2ccccc21	-1
COc1ccc(CN(CCN2CCOCC2)C(=O)c2cc(Cl)ccc2F)cc1OC	-5
COC(=O)CCN1CCSCCS1(=O)=O	-7
COC(=O)C[C@H]1CC[C@H](NS(=O)(=O)c2cn(C)cn2)[C@@H](CO)O1	7
Cc1ccc(S(=O)(=O)N2[C@@H](Cc3ccccc3)CO[C@H]2CC(=O)c2ccccc2)cc1	4
CCOc1ccc(C(=O)CSc2nnc(SCc3ccc(Cl)cc3)s2)cc1	-1
O=C(NCc1ccco1)C1CCCN(c2ncccn2)C1 (configuration not stated)	-6
C[C@H]1CNCCN1c1ccc(N2CC[C@@H](O)C2)c(C#N)c1	34*

Entries from the list above that contain bromine:
canonical_smiles	CCHFV vOTU inh
O=C(C1CCCN1S(=O)(=O)c1ccc(Br)s1)N1CCc2ccccc2C1 (configuration not stated)	-7
CC(C)(C)N(Cc1cn(CC2CCCCC2)nn1)S(=O)(=O)c1ccccc1Br	8
COC(=O)[C@H](C(C)C)N(CCCc1cn(CC2CCCCC2)nn1)S(=O)(=O)c1ccccc1Br	12
C=CCN1[C@H](C#N)[C@@H](c2ccc(Br)cc2)[C@H]1CO	-8
Cc1ccccc1Cn1cc(CN2[C@@H](Cc3ccccc3)COc3cc(Br)ccc3S2(=O)=O)nn1	-1
O=C1C=C(OCCF)CC(c2ccc(Br)cc2)O1 (configuration not stated)	17
O=C(CSc1nnc(-c2cnccn2)n1-c1ccccc1)c1ccccc1Br	-5
